Bioassay records (PubChem)
APP 5'UTR act: APP 5'UTR luciferase reporter activation | SH-SY5Y APP 5'UTR luciferase reporter, luminescence; zero percent = DMSO vehicle wells | activation, % at 2 µM | 190,000 tested, 1% active;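 active means activation above a set limit, based on mean plus 3 SD of controls, cut at about 140% in these data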; further: values of inactives mirror those of a sister screen read the other way
bIAP activator: intestinal alkaline phosphatase (bovine) activation; purified bovine IAP, CDP-star luminescence, 30 min; hits give high values; fold of DMSO-control signal, blank-subtracted; activation factor at 20 µM; 200,000 tested, 0.17% active;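 active means activation factor of 2 or more at 20 µM, a signal rise over negative controls twice the positive control's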
NF-kB neuron act: NF-kB expression increase, human neuronal cells; 190,000 tested, 1.6% active; NF-kB reporter expression; hits give high values; AID 1239; fold change at 12.5 µM; in the data active means fold change above about 3.3
FLuc stim CS: firefly luciferase counter-screen for stimulation assays. P08659. ATPlite luciferase biochemical, luminescence, 10 min; 0 = ATP-free wells, 1 = DMSO control. activation factor at 10 µM. 200,000 tested, under 10 active;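 active means luciferase activation factor, scaled between plate controls, of at least 2 with compound at 10 µM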
Target sequence (P08659 whole entry, looked up): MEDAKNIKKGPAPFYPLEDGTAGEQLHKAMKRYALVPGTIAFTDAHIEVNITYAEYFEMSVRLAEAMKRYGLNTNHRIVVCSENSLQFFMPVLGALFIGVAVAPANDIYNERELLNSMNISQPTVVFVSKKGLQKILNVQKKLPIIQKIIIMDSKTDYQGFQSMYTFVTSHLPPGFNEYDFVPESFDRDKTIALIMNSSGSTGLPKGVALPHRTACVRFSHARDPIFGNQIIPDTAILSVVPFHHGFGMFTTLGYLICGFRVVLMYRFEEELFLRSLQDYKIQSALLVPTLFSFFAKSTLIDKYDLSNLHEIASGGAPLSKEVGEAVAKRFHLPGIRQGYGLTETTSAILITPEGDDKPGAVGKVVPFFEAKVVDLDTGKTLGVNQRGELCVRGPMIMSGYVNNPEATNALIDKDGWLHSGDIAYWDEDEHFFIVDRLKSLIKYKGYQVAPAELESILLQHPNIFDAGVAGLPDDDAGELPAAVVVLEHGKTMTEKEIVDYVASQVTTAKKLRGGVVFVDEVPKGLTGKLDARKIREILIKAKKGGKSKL
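System: luciferase plus luciferin reagent, cell-free; medium: PBS as buffer for the ATP substrate; dosing: test compounds dosed from 2 mM stocks in 100% DMSO; timing: 10 min post-reagent at room temperature; measured by: luminescence measurement of luciferase light output; evaluation: luciferase activation, seen as luminescence increase over controls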
TNAP inh no acc: TNAP (human) inhibition, acceptor-free conditions; P05186; purified TNAP, CDP-star luminescence, 30 min; inhibition, % at 20 µM; 200,000 tested, 0.26% active; AID 1012;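 active means tissue-nonspecific alkaline phosphatase inhibition above about 50% at 20 µM in the single-dose screen, limit read from the data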;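 further: 0% = DMSO negative control and 100% = EDTA positive control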
PMI act hi M6P: increases human PMI activity with near-saturating mannose 6-phosphate; coupled PMI enzyme assay, resazurin fluorescence, 20 min; hits give high values; 1 = untreated enzyme, 0 = substrate-free blank; activation factor at 20 µM; 190,000 tested, 0.34% active;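 active means activation factor of 2 or more at 20 µM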
Target sequence (P34949 whole entry, looked up): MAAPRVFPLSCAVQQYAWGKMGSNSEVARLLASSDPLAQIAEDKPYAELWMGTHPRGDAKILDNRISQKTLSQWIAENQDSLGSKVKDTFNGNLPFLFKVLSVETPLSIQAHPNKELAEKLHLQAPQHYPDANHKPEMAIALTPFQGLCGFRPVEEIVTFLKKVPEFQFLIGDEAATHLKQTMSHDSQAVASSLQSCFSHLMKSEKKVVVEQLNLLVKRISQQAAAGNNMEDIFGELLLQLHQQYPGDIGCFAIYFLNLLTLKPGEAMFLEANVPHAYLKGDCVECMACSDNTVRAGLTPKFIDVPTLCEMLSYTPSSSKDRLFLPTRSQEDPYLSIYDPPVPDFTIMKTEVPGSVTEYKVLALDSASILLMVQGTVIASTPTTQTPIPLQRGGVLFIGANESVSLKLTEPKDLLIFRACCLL
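test system = human PMI in coupled enzyme assay | medium = HEPES-buffered pH 7.4 with magnesium and detergent | also added = 1.0 mM mannose-6-phosphate substrate with 0.22 mM NADP+ | compound = 20 µM single dose | times = 20 min incubation at room temperature | measured by = resorufin fluorescence (Ex 544/Em 590 nm) from resazurin via diaphorase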
TNAP inh hiacc: inhibitors of human TNAP at high phosphate acceptor concentration | inhibition, % at 20 µM | purified TNAP, CDP-star luminescence, 1 M DEA | 200,000 tested, 0.03% active | AID 1135 | P05186;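 active means over 50% inhibition of tissue-nonspecific alkaline phosphatase at 20 µM in the single-dose screen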;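 further: plate controls were DMSO wells for no effect and EDTA-quenched wells as full inhibition for full effect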
PMI activator: increases human mannose-6-phosphate isomerase activity; P34949; 190,000 tested, 0.005% active; purified human PMI, coupled resazurin fluorescence, 20 min; hits give high values; 1 = vehicle control, 0 substrate-free wells; AID 1214; activation factor at 20 µM;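 active means activation factor of 2 or more at 20 µM, relative to plate controls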
FLuc inhib CS: inhibits firefly luciferase, flagging false hits in luciferase inhibition screens; ATPLite firefly luciferase biochemical luminescence, 10 min; 200,000 tested, 1.5% active; inhibition, % at 10 µM; AID 1006;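 active means inhibition above about 50% when tested at 10 µM, limit read from the data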
TNAP act hiacc: activators of human TNAP at high phosphate acceptor concentration; P05186; purified TNAP, CDP-star luminescence, 1 M DEA, 30 min; hits give high values; 0 = EDTA background, 1 = DMSO-only activity; activation factor at 20 µM; 200,000 tested, under 10 active; AID 1136;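 active means activation factor at least 2 at 20 µM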
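Assay system: human TNAP; Input: enzyme diluted 1/800 final; Reagent: CDP-star luminogenic substrate at 100 µM final; Timing: 30 min, room temperature; Signal: luminescence; Evaluation: TNAP activation factor scaled between EDTA and DMSO control wells.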
Active calls of the source: *; / = not tested or not shown. Not a hit list (roughly 3.6% active in at least one column).

SMILES	APP 5'UTR act	bIAP activator	NF-kB neuron act	FLuc stim CS	TNAP inh no acc	PMI act hi M6P	TNAP inh hiacc	PMI activator	FLuc inhib CS	TNAP act hiacc
COc1ccc([N+](=O)[O-])cc1NC(=O)C(C)N1CCN(C(=O)c2ccco2)CC1 (stereo not drawn)	-6	1.2	1.1	1	3	0.9	-1	0.8	-5	1
CCC(=O)Nc1ccc(C(=O)NNC(=O)C(c2ccccc2)c2ccccc2)cc1	-11	1.1	0.93	1	-54	1.1	-6	1	-2	1.1
Cc1ccc(N=C2NC(=O)/C(=C\c3ccco3)S2)cc1	22	0.9	1	0.8	-3	1	0	1	18	1
CCOC(=O)c1ccc(-n2c(C)nc3c(cnn3-c3ccc(Cl)cc3)c2=O)cc1	-7	0.9	1.1	1	-6	0.9	0	1	-4	1
CC(C(=O)NCc1ccco1)n1cc([N+](=O)[O-])cn1 (stereo not drawn)	13	1.1	1.1	1.1	-13	1	-7	1.1	-7	1.1
CC(C)c1onc(C(=O)N2C(C)CCCC2C)c1[N+](=O)[O-] (stereo not drawn)	-6	1.1	0.88	1	-9	1	4	0.8	-2	1
COC(=O)C1=C(NC(=O)c2ccccc2[N+](=O)[O-])CCS1	9	1	0.96	1	-2	0.9	4	1	-1	1
COc1ccc(C(=O)NC(=O)COC(=O)C2COc3ccccc3O2)cc1 (stereo not drawn)	-13	0.8	1.2	1.1	-8	1.1	-7	1.1	-11	1.1
Cc1ccc(OCc2nc(C#N)c(N3CCCC3)o2)cc1	-1	1	1	1.1	-8	1.1	-4	1.1	-10	1
CCCc1nnc(NC(=O)CCC(=O)N2CCN(C3c4ccccc4-c4ccccc43)CC2)s1	-1	0.9	1.1	1	2	1	9	0.9	0	0.9
O=C(CSc1ccc(Cl)cc1Cl)N1CCC(c2nc3ccccc3s2)CC1	5	1	0.96	1.1	1	0.9	-4	0.8	-6	1
CCOC(=O)C1CCCN(c2cc(=O)n(-c3ccccc3Cl)c(=O)[nH]2)C1 (stereo not drawn)	-8	0.9	1	1	-11	1	-2	1	-1	1
CCCC(C)c1nnc(NC(=O)C(=O)OCC)s1 (stereo not drawn)	1	1.1	1.1	1	-16	0.9	-6	0.7	-2	1.1
Cc1cc(C)cc(N(CC(=O)NCc2ccco2)S(=O)(=O)c2c(C)noc2C)c1	1	1	0.89	1.1	-13	0.9	-11	0.9	-6	1.1
Cc1c(N=Cc2ccco2)c(=O)n(-c2ccccc2)n1C	-13	0.9	0.97	1	-9	0.9	-4	1	-3	1
CCCOc1ccc(NC(=O)CC2C(=O)N(CC)C(=S)N2CCNC(C)=O)cc1 (stereo not drawn)	3	1	1.1	1	-2	1	3	1	-2	1
O=C(Cc1ccccc1)N/N=C/c1cc(Br)c(Br)o1	30	1	1.2	1	-2	1	2	1	-4	1
COC(=O)CSc1nnc(CNC(=O)c2ccc(OC)cc2OC)n1C	8	1	0.89	1	-13	1	-2	0.9	-3	1
CCC(C)(C)NC(=O)C(c1ccncc1)N(Cc1ccc(C)cc1)C(=O)c1csnn1 (stereo not drawn)	29	1.1	1.1	1.1	-5	0.9	-3	1	-6	1
COc1ccc(C(=O)CSc2nnc(-c3ccco3)n2C)cc1	17	0.9	1.1	1	-11	1	-3	1	-4	1
O=C(CNC(=S)N(Cc1ccccc1)Cc1cccnc1)NCc1ccccc1	13	1.9	1.1	1	-35	1	-8	1	0	1.1
COc1ccc(-c2noc(-c3ccccc3C(=O)Nc3cccc(OC)c3)n2)cc1	-1	0.8	0.52	1	-7	0.9	-6	0.9	-2	1.1
Cc1cccn2c(CNCC3(c4ccccc4)CCCC3)c(C(=O)N3CCOCC3)nc12	-6	1.1	0.42	1	-8	1.1	-8	1	-5	1.1
CCC1(CC)C(=O)N=C2c3ccccc3C(=O)N21	-5	1	1	1	-12	1	-3	1	0	1
COc1ccc2c(c1)C(=O)/C(=C/C=C/c1ccccc1)CC2	28	1	2	0.8	0	0.7	2	1	22	1

2 of the compounds above, with bars between the fields:
SMILES | APP 5'UTR act | bIAP activator | NF-kB neuron act | FLuc stim CS | TNAP inh no acc | PMI act hi M6P | TNAP inh hiacc | PMI activator | FLuc inhib CS | TNAP act hiacc
O=C(CNC(=S)N(Cc1ccccc1)Cc1cccnc1)NCc1ccccc1 | 13 | 1.9 | 1.1 | 1 | -35 | 1 | -8 | 1 | 0 | 1.1
COc1ccc(-c2noc(-c3ccccc3C(=O)Nc3cccc(OC)c3)n2)cc1 | -1 | 0.8 | 0.52 | 1 | -7 | 0.9 | -6 | 0.9 | -2 | 1.1

Additional entries follow.
SMILES	APP 5'UTR act	bIAP activator	NF-kB neuron act	FLuc stim CS	TNAP inh no acc	PMI act hi M6P	TNAP inh hiacc	PMI activator	FLuc inhib CS	TNAP act hiacc
Nc1ncnc2nc(N3CCN(C(=O)c4ccccc4)CC3)[nH]c12	14	1	0.95	1	-5	1	1	1	-1	1
COc1ccc(S(=O)(=O)NCc2ccc(C)cc2)cc1	1	0.7	1	1.1	-9	1	-4	1	-10	1
COc1ccc(NC(=S)N(CCc2c(C)[nH]c3ccccc23)Cc2cccnc2)cc1	2	0.9	1.6	1.1	-4	1.1	-4	1.1	-12	1
CCOC(=O)c1c(NC(=O)c2cccs2)sc(C)c1C	-10	1	1.1	1.2	-6	1.2	-11	1.1	-20	1.1
Cc1ccc(S(=O)(=O)N2CCN(c3cnn(-c4ccccc4)c(=O)c3Cl)CC2)cc1	13	1	1.1	1.1	-6	1	1	1.1	-7	1
Cc1cccc(C=Nc2ccccc2C(N)=O)c1	-1	0.9	0.93	1	-22	1	-6	1	-1	1.1
CCCCNC(=S)NNC(=O)c1nn(C)cc1Cl	-7	0.9	1.1	1.1	-177	1	-4	1.1	-7	1
CN(c1ccc(C(=O)NCc2ccc3c(c2)OCO3)cc1)S(=O)(=O)c1ccccc1	0	0.9	0.98	1.1	-14	1	-6	1.1	-6	1.1
Cc1ccc(NCc2nnc3n2CCCCC3)cc1	2	0.9	1	1	-3	0.9	-9	1.1	-3	1.1
COc1ccc(-c2nc(N)n(C(=O)c3ccco3)n2)cc1	10	1	1.2	1	19	1	1	1	3	1
O=C(NC1CCCC1)c1ccc(S(=O)(=O)N2CCCC2)cc1	-5	0.9	1.1	1.1	-4	1	-5	1	-12	1
O=C(c1cc2cc(Br)ccc2s1)N1CCOCC1	-1	1	1.4	1	-10	1	-7	1.1	1	1.1
Cc1ccccc1C(=O)NCCCCc1ccccc1	12	0.9	0.95	1	-10	1	-3	1	0	1
Cc1ccc(C2=NN(CCC(=O)NCCC(C)C)C(=O)CC2)cc1	-15	0.7	1.1	1.1	-8	0.9	-4	0.9	-8	1
CC(C)CC(=O)O/N=C1\C(=O)N(Cc2ccc(Cl)cc2)c2ccc([N+](=O)[O-])cc21	/	0.9	0.31	1	-4	0.8	0	0.8	-4	1
O=C(Nc1n[nH]c(C2CCCCC2)n1)C1CCCCC1	2	8.1*	1.6	1.1	72*	1	-1	1	-10	1
O=C(c1ccc(S(=O)(=O)N2CCCCCC2)cc1)N(c1ccccn1)C1CCCCC1	3	0.8	1.3	1	-13	1	-4	1.1	-5	1
O=C1CC(Cc2ccccc2)C(=O)N1CCc1ccc2c(c1)OCO2 (stereo not drawn)	8	0.9	1.6	1	-11	0.9	-3	0.8	-4	1
CC(=O)N1N=C(c2cccc([N+](=O)[O-])c2)OC1(C)CC(=O)Nc1ccccc1 (stereo not drawn)	-7	1	0.93	1	-4	0.9	2	0.9	2	1
COc1cc(/C=C/C(=O)O)cc(S(=O)(=O)N(C)CCO)c1OC	27	0.9	1.2	1	-14	1	-7	1	-1	1.1
COC(=O)c1ccc(-c2ccc(Cl)cc2)nc1C	179*	0.8	5.9*	0.5	-5	0.9	-3	0.9	50*	1
CC1CCC(C(C)C)C(OCC(O)CN2CCN(Cc3ccccc3)CC2)C1 (stereo not drawn)	-22	1.1	0.93	1	-5	1	-6	1	-4	1.1
O=C(CSc1ncn[nH]1)Nc1ncc(C(F)(F)F)cc1Cl	7	1	1.2	1	-7	1.2	-4	1.1	-2	1
Cc1ccc(C)c(S(=O)(=O)N2CCN(CC(=O)NC(=O)NCc3ccccc3)CC2)c1	-1	1	0.95	1	-4	1	1	0.9	-5	1
CCCCN(CC)CCNC(=O)c1cc2c(=O)[nH]c3ccccc3c2n1C	-11	1.1	0.99	1	-10	1	-4	1	-5	1

13 compounds already listed, arranged by number of heavy atoms, falling.
SMILES	APP 5'UTR act	bIAP activator	NF-kB neuron act	FLuc stim CS	TNAP inh no acc	PMI act hi M6P	TNAP inh hiacc	PMI activator	FLuc inhib CS	TNAP act hiacc
COc1ccc(NC(=S)N(CCc2c(C)[nH]c3ccccc23)Cc2cccnc2)cc1	2	0.9	1.6	1.1	-4	1.1	-4	1.1	-12	1
CN(c1ccc(C(=O)NCc2ccc3c(c2)OCO3)cc1)S(=O)(=O)c1ccccc1	0	0.9	0.98	1.1	-14	1	-6	1.1	-6	1.1
CC(C)CC(=O)O/N=C1\C(=O)N(Cc2ccc(Cl)cc2)c2ccc([N+](=O)[O-])cc21	/	0.9	0.31	1	-4	0.8	0	0.8	-4	1
CC(=O)N1N=C(c2cccc([N+](=O)[O-])c2)OC1(C)CC(=O)Nc1ccccc1 (stereo not drawn)	-7	1	0.93	1	-4	0.9	2	0.9	2	1
CCCCN(CC)CCNC(=O)c1cc2c(=O)[nH]c3ccccc3c2n1C	-11	1.1	0.99	1	-10	1	-4	1	-5	1
O=C1CC(Cc2ccccc2)C(=O)N1CCc1ccc2c(c1)OCO2 (stereo not drawn)	8	0.9	1.6	1	-11	0.9	-3	0.8	-4	1
Nc1ncnc2nc(N3CCN(C(=O)c4ccccc4)CC3)[nH]c12	14	1	0.95	1	-5	1	1	1	-1	1
COc1cc(/C=C/C(=O)O)cc(S(=O)(=O)N(C)CCO)c1OC	27	0.9	1.2	1	-14	1	-7	1	-1	1.1
O=C(NC1CCCC1)c1ccc(S(=O)(=O)N2CCCC2)cc1	-5	0.9	1.1	1.1	-4	1	-5	1	-12	1
COc1ccc(-c2nc(N)n(C(=O)c3ccco3)n2)cc1	10	1	1.2	1	19	1	1	1	3	1
Cc1ccccc1C(=O)NCCCCc1ccccc1	12	0.9	0.95	1	-10	1	-3	1	0	1
Cc1ccc(NCc2nnc3n2CCCCC3)cc1	2	0.9	1	1	-3	0.9	-9	1.1	-3	1.1
O=C(c1cc2cc(Br)ccc2s1)N1CCOCC1	-1	1	1.4	1	-10	1	-7	1.1	1	1.1
